Bioassay records: PubChem BioAssay, several laboratories
NPY-Y1 antag: NPY-Y1 receptor antagonists, primary screen, cell-based | hit rate 1% among 200,000 | Neuropeptide Y receptor type 1 (Homo sapiens), P25929 | HEK293-CNG Y1 cells, membrane potential fluorescence; NPY at EC95, then isoproterenol | inhibition, % at 3.6 µM | AID 1040, 2008;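 active = inhibition above the campaign mean inhibition of all tested compounds plus 3 SD, cut at about 20% in these data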;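 also: 0% = DMSO wells given NPY plus isoproterenol and 100% = isoproterenol alone without NPY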
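System: HEK293 cells with Y1 receptor plus CNG channel / Probe or stimulus: NPY 25 nM then isoproterenol 1 µM plus Ro 20-1724 25 µM / Compound: one concentration, 3.6 µM, in 0.4% DMSO / Schedule: compound incubation 1 h at room temperature, readout 45 min post-stimulation / Measured by: membrane potential fluorescence / Read-out: % inhibition of NPY effect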
NPY2 pot ag: NPY-Y2 potentiators or agonists, primary screen, cell-based. Neuropeptide Y receptor type 2 (Homo sapiens), P49146. cells expressing NPY-Y2, potentiator/agonist read-out. activation, % at 3.6 µM. hit rate 0.45% among 220,000; in the data active = activation above about 27%;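 also: cells stimulated with NPY near EC25 plus isoproterenol at EC100; 0% = vehicle plus submaximal agonist and 100% = vehicle plus saturating agonist; some results beyond the cut were filed as inactive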
Hck Nef HTS: inhibitors of Nef-activated human Hck kinase, primary screen, biochemical, Z-Lyte FRET, 384-well, Hck-YEEI; Recombinant Hck-YEEI plus Nef, Z-Lyte FRET kinase assay; inhibition, % at 20 µM; hit rate 0.68% among 220,000; AID 463187, 2010;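 active = Hck-Nef kinase inhibition above about 50%, limit read from the data; inactive = inhibition below that limit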;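 also: 0% = DMSO with Hck plus Nef and 100% = Hck alone without Nef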
RBBP9 inhibitor: human RBBP9 inhibitors, primary screen, biochemical, fluorescence polarization, FP-Rh probe, HTS; AID 1515, 2009; inhibition, % at 7.94 µM; Serine hydrolase RBBP9 (Homo sapiens), O75884; hit rate 0.2% among 220,000; recombinant RBBP9;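 active = inhibition above the campaign mean of all tested compounds plus 3 SD, cut at about 14% in these data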;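 also: plate controls were DMSO wells with RBBP9 for no effect and wells lacking RBBP9 protein for full effect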
Target sequence (O75884 whole entry, looked up): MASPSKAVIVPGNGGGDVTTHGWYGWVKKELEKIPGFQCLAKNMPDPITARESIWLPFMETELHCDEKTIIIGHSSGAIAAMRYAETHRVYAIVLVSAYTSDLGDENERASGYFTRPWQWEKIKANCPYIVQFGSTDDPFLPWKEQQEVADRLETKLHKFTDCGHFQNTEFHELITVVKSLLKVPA
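Test system – recombinant human RBBP9 · Input – RBBP9 2.5 µM in dispensing solution, pre-mixing · Medium – Tris buffer pH 8.0, NaCl, Pluronic · Schedule – preincubation 30 min plus labeling 45 min at 25 °C · Measured by – fluorescence polarization · Measure – % inhibition · Controls – DMSO and no-protein wells · Replicates – one well per compound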
NPY-Y1 PAM-ag: NPY-Y1 receptor potentiators or agonists, primary screen, cell-based; Neuropeptide Y receptor type 1 (Homo sapiens), P25929; NPY-Y1 expressing cells, potentiator/agonist activation; activation, % at 3.6 µM; hit rate 0.37% among 220,000; AID 1304, 2008; in the data active = activation above about 33%, passing the limit was not always enough;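 also: cells stimulated with NPY at EC10 then isoproterenol at EC100; 0% = low agonist plus stimulus and 100% = saturating agonist plus stimulus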
Runt-CBFb FRET: inhibitors of RUNX1 Runt–CBFb binding, primary screen, biochemical, FRET, Cerulean-Runt, Venus-CBFb, uHTS; AID 1496, 2009; inhibition, % at 20 µM; Cerulean-Runt/Venus-CBFb FRET ratio 530/480, 1 h; Runt-related transcription factor 1 (Homo sapiens) + Core-binding factor subunit beta …; hit rate 0.46% among 220,000;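 active = inhibition over about 50% at 20 µM in the single-dose screen, limit read from the data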;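 also: 0% = DMSO wells and 100% = excess unlabeled CBFb competitor control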
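Measured by: fluorescence energy transfer, 422 nm excitation, 530/480 nm emission; test system: Cerulean-tagged RUNX1 Runt domain (FRET donor) fusion protein; buffer or medium: Tris pH 7.5 buffer with BSA; compound: one dose, 20 µM compound, 1% DMSO; times: two 1 h room-temperature incubations shielded from light; benchmarks: unlabeled CBFb 5 µM, positive control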
p97 ATPase inh: inhibitors of human p97 ATPase, primary screen, biochemical. hit rate 0.42% among 220,000. recombinant p97 ATPase, Kinase-Glo ATP luminescence, 3 h. inhibition, % at 8 µM. Transitional endoplasmic reticulum ATPase (Homo sapiens), P55072; in the data active = inhibition above about 15%;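 also: 0% = DMSO vehicle and 100% = wells lacking enzyme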
Target sequence (P55072 whole entry, looked up): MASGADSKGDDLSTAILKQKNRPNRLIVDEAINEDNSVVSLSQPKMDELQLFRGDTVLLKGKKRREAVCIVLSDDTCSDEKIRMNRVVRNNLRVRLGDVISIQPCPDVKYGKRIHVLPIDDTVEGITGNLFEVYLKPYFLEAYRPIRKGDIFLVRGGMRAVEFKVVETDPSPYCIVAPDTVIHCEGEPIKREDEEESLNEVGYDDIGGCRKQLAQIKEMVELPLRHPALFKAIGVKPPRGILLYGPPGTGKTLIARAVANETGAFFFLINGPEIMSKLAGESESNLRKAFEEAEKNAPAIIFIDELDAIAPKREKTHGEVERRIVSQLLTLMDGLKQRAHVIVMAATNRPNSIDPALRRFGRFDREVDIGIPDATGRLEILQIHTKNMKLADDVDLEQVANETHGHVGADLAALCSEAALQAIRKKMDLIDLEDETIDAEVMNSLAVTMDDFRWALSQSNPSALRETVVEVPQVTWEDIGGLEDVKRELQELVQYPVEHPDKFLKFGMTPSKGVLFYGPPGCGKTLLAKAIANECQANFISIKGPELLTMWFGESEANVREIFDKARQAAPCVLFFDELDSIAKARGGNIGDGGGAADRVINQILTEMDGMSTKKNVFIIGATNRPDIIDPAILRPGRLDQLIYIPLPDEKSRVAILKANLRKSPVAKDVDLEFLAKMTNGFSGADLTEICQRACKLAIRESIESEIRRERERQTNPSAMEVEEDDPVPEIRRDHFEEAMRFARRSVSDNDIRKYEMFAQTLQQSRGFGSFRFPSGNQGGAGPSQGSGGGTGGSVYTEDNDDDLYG
Mdm2 ligase inh: MDM2-luciferase reporter signal enhancers, primary screen, MDM2 E3 ligase inhibitor project, cell-based, luminescence, 1536-well; E3 ubiquitin-protein ligase Mdm2 (Homo sapiens), Q00987; cell-based MDM2 ubiquitination luciferase reporter, 2 h; 0 = plate control, 100 = twice control, blank-subtracted; signal enhancement, % at 5 µM; hit rate 0.11% among 210,000; AID 1230, 2008;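 active = signal enhancement of 30% or more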;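 also: luminescence tracks abundance of the self-degrading MDM2-luciferase fusion protein; higher signal means inhibition of MDM2 E3 ligase activity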
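System: stable MDM2–luciferase fusion reporter cells / Input: 2000 cells seeded into each well / Schedule: 4 h settle plus 2 h compound, 37 °C / Compound: single-point 5 µM / Buffer or medium: cells held in DMEM / Benchmarks: control and blank well means / Evaluation: percent signal gain over controls, blank-subtracted / Measured by: luciferase luminescence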
Runt-SMMHC FRET: inhibitors of RUNX1 Runt–CBFb-SMMHC binding, primary screen, biochemical, FRET, Cerulean-Runt, Venus-CBFb-SMMHC, uHTS | Runt-related transcription factor 1 (Homo sapiens) + Core-binding factor subunit beta … | Cerulean-Runt/Venus-CBFb-SMMHC FRET ratio 530/480, 1 h | inhibition, % at 20 µM | hit rate 0.74% among 220,000 | AID 1434, 2008;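 active = mean inhibition across duplicate retests at 20 µM reaching about 50%, limit read from the data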;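 also: 0% = DMSO wells and 100% = wells with excess untagged CBFb-SMMHC; inhibitors lower the FRET ratio by blocking Runt binding to CBFb-SMMHC; some results filed as inactive read as strong as hits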
* hit, by the source's call; / = no result given.

SMILES	NPY-Y1 antag	NPY2 pot ag	Hck Nef HTS	RBBP9 inhibitor	NPY-Y1 PAM-ag	Runt-CBFb FRET	p97 ATPase inh	Mdm2 ligase inh	Runt-SMMHC FRET
COc1cccc(-c2nn3c(-c4cccc(C)c4)nnc3s2)c1	4.5	6.8	-2.4	-5.5	-15.4	-3.4	2.0	-4.2	-1.2
COC(=O)CCCCC1SCC(NC(=O)c2ccccc2)C1OC(C)=O (stereo unspecified)	5.9	-0.8	14.1	-3.6	-2.6	-1.2	0.5	13.7	2.3
CSc1ccccc1C(=O)NC1CCCCC1	10.3	3.3	-1.9	7.4	-1.2	-0.6	0.8	-10.9	0.1
CSc1nnc(CSc2cc(C)nc(N(C)C)n2)o1	9.8	-4.8	6.0	6.2	-13.6	-2.0	4.3	-5.7	3.3
COCCNc1nc(SCC(=O)N2CCN(c3ccccc3OC)CC2)nc2ccccc12	6.6	-5.4	-0.4	-1.4	-64.7	-0.9	-6.9	-15.9	0.7
CC1=C(C(N)=O)C(c2ccc3c(c2)OCO3)n2nc(-c3cccc(C)c3)nc2N1 (stereo unspecified)	0.1	1.3	2.0	-7.8	-3.9	/	0.8	-10.0	/
Cc1ccc2[nH]c3c(NCCCN4CCCC4=O)ncnc3c2c1	7.9	-7.6	2.2	-9.4	-21.6	0.3	5.9	/	1.5
S=c1[nH]nc(-c2ccco2)n1-c1ccc(Cl)cc1	0.1	-2.4	18.7	-5.0	8.2	5.7	2.9	-3.0	13.2
CC1CCC(C(C)C)C(OC(=O)C[n+]2cc(-c3ccc(Cl)cc3)n3c2CCC3)C1 (stereo unspecified)	/	-10.5	14.9	-4.3	-30.1	-2.4	-0.8	-8.8	-2.8
CC(Oc1ccc(Cl)cc1Cl)C(=O)NCCCCc1ccccc1 (stereo unspecified)	19.6	-17.2	1.2	0.0	-7.6	-8.6	-1.5	-11.4	-5.8
CC1=CC(C)(C)N(C(=O)CSc2nnc(-c3ccccc3)o2)c2ccc(C)cc21	6.0	-25.6	2.1	-8.6	6.5	-0.6	-6.0	-17.8	-3.1
COc1ccc(-c2ccc(SCC(=O)NCc3ccco3)nn2)cc1	2.3	-1.9	-0.1	1.6	-2.1	1.1	2.8	-4.9	0.4

Look-ups from the list.
CC(Oc1ccc(Cl)cc1Cl)C(=O)NCCCCc1ccccc1 (stereo unspecified) | Hck Nef HTS: 1.2
CSc1nnc(CSc2cc(C)nc(N(C)C)n2)o1 | Mdm2 ligase inh: -5.7

Going on with the list.
SMILES	NPY-Y1 antag	NPY2 pot ag	Hck Nef HTS	RBBP9 inhibitor	NPY-Y1 PAM-ag	Runt-CBFb FRET	p97 ATPase inh	Mdm2 ligase inh	Runt-SMMHC FRET
CCOC(=O)Cc1csc(NC(=O)CCSc2ccccc2)n1	-1.4	-3.2	-3.3	-12.2	7.1	-0.5	-4.7	3.5	2.3
Cc1ccc2nc(C)c3c(c2c1)N(c1ccccc1)CC3	/	-66.3	-12.9	-3.0	-77.5	-3.4	1.6	-14.7	-8.7
O=C(C(NS(=O)(=O)c1cccc2nsnc12)c1ccccc1)N1CCN(c2ccccc2)CC1 (stereo unspecified)	-0.1	-0.6	0.4	-6.9	13.6	0.7	-1.5	-7.2	-3.5
COc1cccc2c(=O)c3ccccc3oc12	-4.0	-10.8	22.0	-8.6	-18.0	-0.2	0.0	10.1	0.1
O=C(NCc1ccco1)c1cc(-c2cccc(Cl)c2)on1	-4.2	4.4	1.9	-2.6	9.9	-0.2	1.4	-3.9	3.6
COCc1c(C(=O)OCc2nc(N)nc(Nc3ccccc3C)n2)oc2ccccc12	-1.6	-6.1	0.4	-5.7	-0.4	-5.7	1.4	-11.8	8.0
O=C(Cn1nc(C(F)(F)F)c2c1CCCC2)Nc1ccc2c(c1)OCO2	-5.6	-0.3	-1.2	-9.2	12.4	0.8	-2.2	-20.4	3.6
COc1cccc(/C=N/Nc2ncnc(N)c2[N+](=O)[O-])c1OC	2.6	-5.8	5.0	2.8	-9.6	-3.6	-7.2	-73.9	2.9
COc1ccc(CNC(=O)CN2C(=O)NC3(CCCCCC3)C2=O)cc1OC	0.7	0.0	14.8	-8.7	1.6	1.4	5.7	-13.2	-2.3
CCS(=O)(=O)N1CCC(C(=O)NCc2cc(OC)ccc2OC)CC1	7.3	4.6	-1.6	0.9	-13.4	1.2	3.0	-3.7	-5.5
CCNC(=O)/C(=C\c1ccc2c(c1)OCO2)NC(=O)c1ccc(Br)cc1	3.8	-29.2	0.1	-7.0	-25.2	0.9	1.5	-0.2	-2.2
CCCC(CCC)C(=O)Nc1c[nH]c(=O)[nH]c1=O	6.1	-13.8	-0.3	16.7*	2.4	-1.6	1.9	-5.1	3.4
Cc1ccc(Cn2c(SCC(=O)NCC3CCCO3)nc3c2c(=O)n(C)c(=O)n3C)cc1 (stereo unspecified)	-3.3	3.8	22.0	-7.5	-2.6	-0.5	1.9	-6.9	-1.9
Cc1nn(Cc2ccc(Cl)cc2)c(C)c1N	-2.8	-1.7	0.2	3.2	-0.7	-2.7	-0.1	8.5	2.2
Cc1cc(C(=O)CN2C(=O)C3CC=CCC3C2=O)c(C)n1-c1ccccc1 (stereo unspecified)	-2.7	-1.8	-4.1	-5.0	-0.3	0.0	-5.6	-59.0	-0.9
CCOC(=O)c1c(C)nn(-c2ncccc2NC(=O)CCC(=O)O)c1C	/	3.0	2.1	4.8	20.2	1.1	4.7	-20.2	-8.4
C=CCc1c(C)nc2c(OC)cccc2c1Cl	-3.0	-4.8	8.2	-3.8	-8.1	-3.3	-4.7	-14.7	3.0
Cc1cccc(CN2CCC(CNC(=O)CCNC(=O)Cn3ccc4ccccc4c3=O)CC2)c1	1.7	-9.4	1.1	-3.7	2.6	1.2	4.6	-11.7	-2.8
COc1cccc(-n2c(CCn3nc(C)c([N+](=O)[O-])c3C)n[nH]c2=S)c1	2.6	7.7	3.6	-7.0	-6.3	4.0	2.6	8.0	2.2
CC(NS(C)(=O)=O)C(c1cccs1)N1CCN(c2ccccc2)CC1 (stereo unspecified)	-4.0	4.6	5.8	-6.0	-25.1	-1.4	-0.7	/	2.0
O=C(NCc1ccncc1)C(=O)NCC(c1ccco1)N1CCN(c2ccccc2)CC1 (stereo unspecified)	-3.6	7.7	-0.4	-2.0	18.0	0.7	2.8	-12.6	0.5
CC1(C)C2CC=C(/C=N/NC(=O)C3CC3)C1C2 (stereo unspecified)	4.1	12.6	18.2	-2.4	1.3	-0.3	2.9	-4.0	2.7
O=[N+]([O-])c1ccc(N2CCN(C(=S)Nc3cccc(F)c3)CC2)cc1	-3.7	21.6	3.1	-7.5	12.9	-1.0	-0.3	-2.0	0.0
Cc1ccc(-n2cccn2)c([C@@H]2C[C@H]3CN(C)C(=O)[C@]34CCCN24)c1	5.5	-5.0	3.8	-0.2	-5.4	-0.4	1.4	-9.6	-0.3
COc1cc(S(=O)(=O)N(Cc2ccccn2)Cc2ccco2)ccc1-n1cnnn1	4.6	-12.0	10.6	-3.9	-15.1	-0.3	-6.0	/	-4.4
CCOC(=O)NC(=S)Nc1cccc(NC(=S)NC(=O)OCC)c1	-0.4	-24.9	10.9	0.0	0.5	2.1	-0.2	9.1	2.2
COc1cccc(OC)c1C(=O)NCCN1CCN(C(=O)c2c(OC)cccc2OC)CC1	11.3	-4.7	-7.1	-3.0	-11.6	0.0	-0.1	-13.9	2.2
CC(=O)c1ccc(Nc2cc(C)nc3c(C)cccc23)cc1	6.2	-12.7	17.6	-7.1	-17.8	/	1.1	1.1	/
Cc1cc(NC(=O)CSc2nnc(-c3ccco3)n2CC2CCCO2)no1 (stereo unspecified)	-1.1	-4.5	-0.3	0.5	11.4	2.1	6.3	-7.9	2.0
O=C(/C=C/c1ccco1)NC(=S)Nc1nc(-c2ccc3ccccc3c2)cs1	-1.7	16.1	4.4	-5.5	-10.0	4.4	7.7	-3.5	2.1
CCN1C(=O)N[C@@H](CCc2ccccc2)[C@@H](C(=O)OC)[C@H]1C	/	/	15.0	/	/	0.2	/	-2.6	-0.6
CN(Cc1ccc(-n2cccn2)cc1)C(=O)c1cnn2c1NC(c1ccco1)CC2C(F)(F)F (stereo unspecified)	-4.9	17.6	2.1	-4.6	28.1	7.3	2.9	-6.0	1.2
CC(=O)c1c(C)oc2ccc(N(C(C)=O)S(=O)(=O)c3cccc([N+](=O)[O-])c3)cc12	9.4	-3.8	-6.7	0.3	4.2	-1.7	2.7	-7.8	1.5
CCC(=O)Nc1ccc(NC(=S)Nc2ccccc2)cc1	0.9	16.6	1.7	0.7	21.9	2.6	3.8	-2.8	2.2
CCn1cc(C(=O)N2CC(C)CC(C)C2)c(=O)c2cc(S(=O)(=O)N3CCOCC3)ccc21 (stereo unspecified)	1.6	-1.0	1.5	-8.0	-10.8	8.0	2.1	-33.3	-0.5
CCCCN(C(=O)c1ccc(Cl)c(S(=O)(=O)N2CCOCC2)c1)c1c(N)n(CCC)c(=O)[nH]c1=O	/	-0.7	-1.7	-12.4	-14.3	0.5	-0.7	/	-0.7
Cc1cc(C(=O)NCCc2ccc(Cl)cc2)n(-c2ccccc2)n1	/	7.3	22.1	-0.5	15.9	-1.6	2.2	-10.5	0.4
COc1ccc(C(CNC(=O)c2cccnc2SC)N2CCOCC2)cc1 (stereo unspecified)	3.6	3.7	-0.4	-10.4	-4.4	-0.5	6.3	-10.0	3.2
CCCc1nc2ccccc2c(=O)n1/N=C/c1ccc(O)cc1O	-5.7	13.2	1.8	-0.7	8.1	7.4	6.8	-13.2	10.3
